TRHR enhancer – allosterically enhances the human TRH receptor. 360,000 tested, 0.66% active. enhancement, % at 2 µM. TRHR cells, fluo-8 calcium fluorescence, EC20 TRH enhancement. AID 493056. P34981; in the data active = enhancement above about 30%; note: 0% is about no effect
Target sequence (P34981 whole entry, looked up): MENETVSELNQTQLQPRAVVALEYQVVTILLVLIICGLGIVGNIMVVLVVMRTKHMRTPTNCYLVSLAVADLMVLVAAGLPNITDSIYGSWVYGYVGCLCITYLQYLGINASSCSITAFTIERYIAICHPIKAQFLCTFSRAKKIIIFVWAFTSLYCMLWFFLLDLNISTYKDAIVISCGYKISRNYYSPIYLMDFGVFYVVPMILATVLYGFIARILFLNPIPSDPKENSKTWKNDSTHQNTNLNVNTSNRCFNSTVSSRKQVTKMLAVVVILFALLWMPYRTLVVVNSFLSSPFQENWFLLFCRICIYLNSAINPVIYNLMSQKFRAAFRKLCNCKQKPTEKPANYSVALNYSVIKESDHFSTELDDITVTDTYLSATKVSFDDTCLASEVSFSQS
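TRHR-expressing cells loaded with fluo-8 calcium dye were read kinetically (ex 480/em 530) during compound addition, then stimulated with an EC20 of TRH (10 nM final). Enhancement of the Gq-mediated intracellular calcium response was scored.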
D1 ag – agonists of human D1 dopamine receptor. activation, % at 2 µM. P21728. 360,000 tested, 1% active. AID 504660. HEK293 T-REx D1 cells, calcium flux, agonist mode; note: 0% is about no effect
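Inducible HEK293 T-REx D1 cells, force-coupled to calcium signalling, were plated at 4000 cells/well with tetracycline and held overnight at 30 C. After no-wash calcium dye loading, compound-evoked calcium rise over 180 s flagged agonists.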
D2 PAM – positive allosteric modulators of human D2 dopamine receptor | 340,000 tested, 0.34% active | potentiation, % at 10 µM | HEK293 T-REx D2, calcium flux, EC20 dopamine potentiation | AID 485347;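 active = potentiation over 3 SD above the plate norm, cut at about 30% in these data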; note: 0% is about no effect
Target sequence (P14416 whole entry, looked up): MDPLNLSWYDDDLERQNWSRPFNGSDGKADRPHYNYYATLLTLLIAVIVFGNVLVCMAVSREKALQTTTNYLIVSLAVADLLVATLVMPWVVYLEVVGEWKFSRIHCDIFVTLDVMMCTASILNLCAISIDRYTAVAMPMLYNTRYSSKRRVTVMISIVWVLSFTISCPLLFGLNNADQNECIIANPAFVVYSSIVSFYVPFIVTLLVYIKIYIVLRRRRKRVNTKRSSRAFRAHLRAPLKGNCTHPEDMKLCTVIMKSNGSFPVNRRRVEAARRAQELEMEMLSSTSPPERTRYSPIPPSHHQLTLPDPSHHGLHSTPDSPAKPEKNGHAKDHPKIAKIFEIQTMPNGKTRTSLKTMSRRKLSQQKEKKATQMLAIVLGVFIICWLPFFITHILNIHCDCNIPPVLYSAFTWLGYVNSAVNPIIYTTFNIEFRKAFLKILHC
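Tetracycline-induced HEK293 T-REx cells force-coupled to calcium signalling expressed D2; compounds were pin-added after a 10 s baseline, read kinetically 180 s, then an EC20 dopamine challenge followed with a further 180 s calcium read.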
TRHR agonist – activates the human TRH receptor; P34981; 360,000 tested, 0.18% active; activation, % at 2 µM; TRHR cells, calcium flux fluo-8, FDSS agonist mode; note: 0% is about no effect
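Steps: seed TRHR cells overnight; add fluo-8 no-wash Ca dye, RT 30 min–1.5 h; record 10 s baseline; pin-transfer compounds; monitor fluorescence 1 cycle/s for the agonist window. Calcium increases flag candidate agonists.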
RXFP1 antagonist – antagonists of human relaxin receptor RXFP1 | AID 1259400 | HEK293-RXFP1, relaxin-stimulated cAMP HTRF, 30 min; hits give low values | 350,000 tested, 0.59% active | activity change, negative = inhibition, % at 57.5 µM;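 active = activity change of -60% or lower, but not beyond a set lower limit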; note: % is set by controls: 0 for no effect and ±100 for the full control effect
D1 antagonist – human D1 dopamine receptor antagonism | P21728 | HEK293 TREx D1 cells, calcium flux, dopamine EC80; hits give low values | activity change, negative = inhibition, % at 10 µM | 360,000 tested, 3.2% active | AID 504652; in the data active = activity change below about -30%; note: % is set by controls: 0 for no effect and ±100 for the full control effect
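Tetracycline-induced HEK293 Trex D1 cells, force-coupled to calcium, dye-loaded; compounds added and read 180 s, then EC80 dopamine added and calcium flux tracked kinetically another 180 s.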
D1 potentiator – potentiators of human D1 dopamine receptor; HEK293 TREx D1 cells, calcium flux, dopamine EC20 potentiation; potentiation, % at 10 µM; 360,000 tested, 0.036% active; in the data active = potentiation above about 30%; note: 0% is about no effect
D2 antagonist – D2 dopamine receptor (human) antagonism; HEK293 TREx D2 cells, calcium flux, dopamine EC80; 340,000 tested, 2% active; inhibition, % at 10 µM; AID 485344; in the data active = inhibition above about 30%; note: 0% is about no effect
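HEK293 T-REx D2 cells, tet-induced, calcium dye no-wash. Cpd pintool add, 180 s kinetic, then EC80 DA, 180 s kinetic. Ca flux read.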
D2 ag – D2 dopamine receptor (human) agonism; P14416; HEK293 T-REx D2 cells, calcium flux agonist mode; activation, % at 2 µM; 340,000 tested, 0.53% active; AID 485358;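 active = activation over 3 SD above normal in the single-dose calcium agonist read, cut at about 30% in these data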; note: 0% is about no effect
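Tetracycline-induced HEK293 Trex cells with D2 receptor force-coupled to calcium signaling, plated overnight at 30 C and loaded with no-wash calcium dye. Calcium flux read kinetically for 180 s after compound addition; responses flag agonists.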
Starred values were filed as active, the others as inactive; x = no result given; & = joins results of further samples. Cut-off read from the data, not from the text of the source, unless noted: active = activation above about 30%; inactive = the rest.

Screens by letter: A = TRHR enhancer; B = D1 ag; C = D2 PAM; D = TRHR agonist; E = RXFP1 antagonist; F = D1 antagonist; G = D1 potentiator; H = D2 antagonist; I = D2 ag
Cn1nnnc1SCC(=O)NCc1cccc(C(=O)O)c1
  A: 0; B: 8; C: -4; D: 0.7; E: 0; F: 5; G: 1; H: 24; I: -5.0

COc1cccc(N2CCN(S(=O)(=O)c3c(C)[nH]c(C)c3C(=O)N3CCCC3)CC2)c1
  A: -2; B: 1; C: 10; D: 0.0; E: 3; F: 7; G: 0; H: -7; I: 1.1

O=C(NCC1CCCO1)C1CCCN1C(=O)Nc1ccc(Cl)cc1 (stereo not drawn)
  A: -2; B: 1; C: 9; D: -3.5; E: -3; F: 1; G: -3; H: -4; I: -2.5

CC(C)CC(=O)Nc1cccc(-c2cn3ccsc3n2)c1
  A: 1; B: 5; C: x; D: 7.7; E: -7; F: 10; G: -6; H: x; I: x

COCC(=O)NNC(=O)c1ccc(OC)cc1
  A: 12; B: 2; C: 8; D: 0.9; E: -3; F: 13; G: -3; H: -16; I: 0.3

Cc1ccc(NC(=O)c2ccccc2NC(=O)CCC(=O)O)cc1
  A: -5; B: 3; C: 13; D: 0.5; E: 2; F: -10; G: 4; H: -7; I: -0.4

CSc1nc(N)nc(SCC(=O)c2ccccc2)c1C#N
  A: -7; B: 4; C: x; D: 0.3; E: -14; F: -10; G: -1; H: x; I: x

COc1ccc(C2c3c(ncn(Cc4ccco4)c3=N)Oc3ccc4ccccc4c32)cc1 (stereo not drawn)
  A: 1; B: 2; C: -2; D: 0.6; E: 5; F: -3; G: -6; H: 8; I: 0.3

Cc1cccc(C(=O)N[C@H](C(=O)OCC(=O)NC2CCS(=O)(=O)C2)C(C)C)c1 (stereo partly drawn)
  A: -2; B: 4; C: 16; D: -0.7; E: 4; F: 15; G: -3; H: -11; I: -1.6

Cc1ccc(S(=O)(=O)NCCSc2ncccn2)cc1
  A: -5; B: 6; C: -34; D: 0.8; E: -6; F: 27; G: -4; H: 86*; I: 0.3

COc1ccc(OC)c(NC(=O)CCN2C(=O)c3ccccc3C2=O)c1
  A: 4; B: 4; C: -1; D: -0.4; E: 1; F: -7; G: -1; H: -3; I: -1.2

COc1ccc(C2Nc3ccccc3C(=O)N2c2ccc(C)cc2)cc1Cn1nc(C)c([N+](=O)[O-])c1C (stereo not drawn)
  A: 3; B: 4; C: 2; D: 0.0; E: 0; F: 1; G: 5; H: -31; I: -0.3

Cc1ccc(N2CC(C(=O)NCc3nnnn3-c3ccc(C)c(C)c3)CC2=O)cc1 (stereo not drawn)
  A: -2&-2; B: 1&2; C: -2&3; D: -0.2&-0.2; E: 6&-21; F: -2&5; G: 6&-2; H: -5; I: -0.4&0.1

Oc1ccc(-c2nc3ccccc3s2)c(O)c1
  A: 2; B: 1; C: -8; D: -0.5; E: 13; F: -37*; G: -2; H: -6; I: -0.9

C=CCn1c(Cc2cccc3ccccc23)n[nH]c1=S
  A: 2; B: 1; C: 5; D: -0.7; E: -18; F: 21; G: 3; H: 4; I: -0.5

O=C(C1CCC(CNS(=O)(=O)c2cccs2)CC1)N1CCCCC1 (stereo not drawn)
  A: -6; B: 2; C: 16; D: 0.1; E: -9; F: 11; G: -3; H: 10; I: -0.3

O=C(CCCCCNS(=O)(=O)c1ccc(Br)cc1)NCCN1CCOCC1
  A: 1; B: 3; C: 1; D: 0.3; E: -11; F: -2; G: 0; H: x; I: x

CSc1nc(-c2ccc(F)cc2)cc(=O)[nH]1
  A: 4; B: 0; C: -10; D: -0.1; E: -1; F: -18; G: -2; H: -1; I: -1.7

CCOC(=O)N1CCN(CC(O)COc2ccccc2C(C)C)CC1 (stereo not drawn)
  A: 2; B: 1; C: -16; D: 0.1; E: -6; F: -24; G: -3; H: 6; I: 0.1

COC(=O)c1ccccc1NS(=O)(=O)c1ccc2c3c(cccc13)C(=O)N2
  A: 12; B: 1; C: -7; D: -0.1; E: -7; F: 5; G: 7; H: -4; I: 0.2

Cc1cc(C)c(S(=O)(=O)/N=C2\C=C(Nc3ccc(C(=O)O)cc3)C(=O)c3ccccc32)c(C)c1
  A: -1; B: 3; C: 7; D: -0.3; E: -8; F: 3; G: -5; H: 14; I: -1.0

COc1ccc(N2CCN(C(=O)/C(C#N)=C/c3ccccc3)CC2)cc1
  A: -4; B: 15; C: 9; D: 6.2; E: -4; F: x; G: -9; H: -4; I: 10

Cc1cc(C)c(C)c(S(=O)(=O)N2CCN(c3ncnc4sc(C)c(C)c34)CC2)c1C
  A: 1; B: 0; C: 7; D: 0.0; E: -11; F: -4; G: -2; H: 4; I: -0.7

Cc1cccc(-n2ncc3c(NCCCN4CCCC4=O)ncnc32)c1
  A: 6; B: 9; C: 13; D: -0.5; E: -3; F: 4; G: -2; H: 2; I: 0.6

C=CCNc1nnc(SCC(=O)Nc2ccccc2OC)c2ccccc12
  A: -11; B: 1; C: -4; D: -0.8; E: 7; F: 9; G: 7; H: 7; I: -0.4

COc1ccc(S(=O)(=O)N2CCOCC2)cc1NC(=O)CSc1n[nH]c(=O)n1C1CC1
  A: 16; B: -1; C: 4; D: 1.0; E: -9; F: -15; G: -6; H: 5; I: 0.0

C/C(=N/NS(=O)(=O)c1ccccc1)c1ccc(Cl)cc1
  A: -1; B: 0; C: 1; D: -1.3; E: 7; F: 13; G: -4; H: 0; I: -1.1

Cc1ccc(C(=O)NNC(=O)C2CCN(S(=O)(=O)c3ccc(Cl)cc3)CC2)cc1
  A: -1; B: -1; C: 13; D: -1.6; E: 0; F: -17; G: -9; H: 1; I: -0.6

Cc1ccc2c(C)nc(N/C(N)=N/S(=O)(=O)c3ccc([N+](=O)[O-])cc3)nc2c1
  A: -3; B: 1; C: -9; D: -0.7; E: 2; F: 2; G: -6; H: 9; I: 0.1

CCC(=O)N1CCc2cc(S(=O)(=O)NC(Cc3ccccc3)C(=O)NC3CCCCC3C)ccc21 (stereo not drawn)
  A: 20; B: 5; C: 1; D: -4.1; E: 18; F: -2; G: -1; H: 1; I: -0.1

COc1ccc(NC(=O)CSc2nnc(NC(=O)c3ccco3)s2)cc1OC
  A: -6; B: 3; C: -4; D: -0.2; E: -2; F: -6; G: -2; H: 1; I: -1.1

CCCCOc1ccc(C2CC(=O)N(C)C2=O)cc1 (stereo not drawn)
  A: -4; B: 3; C: 6; D: -0.5; E: -2; F: -30; G: -9; H: 0; I: 0.7

COc1ccccc1CCNCc1ccc(OC)c(OCc2ccccc2)c1
  A: 0; B: 62*; C: x; D: 1.2; E: -11; F: -58*; G: -12; H: x; I: x

Cc1cc(CNC(=O)C2CCC(=O)N(CCc3ccc(Cl)cc3)C2)no1 (stereo not drawn)
  A: 1; B: 2; C: 6; D: -0.2; E: -6; F: -17; G: 0; H: 5; I: 0.3

CCc1nccn1CCC(=O)N1CCCC(Nc2ccc(C(C)C)cc2)C1 (stereo not drawn)
  A: -3; B: 2; C: 17; D: -0.6; E: -11; F: 5; G: 2; H: 4; I: -0.9

Cc1ccc(OCC(=O)NCCNC(=O)COc2ccc(C)cc2)cc1
  A: -6; B: 3; C: 16; D: -0.5; E: 3; F: 1; G: 0; H: -5; I: -0.1

O=c1cc(CN2CCOCC2)c2c(ccc3ccccc32)o1
  A: 1; B: 2; C: -2; D: -0.6; E: -9; F: -12; G: -3; H: -13; I: 0.1

CCOC(=O)CSc1n[nH]c(-c2ccco2)n1
  A: -1; B: 4; C: 30; D: -0.2; E: -5; F: 6; G: x; H: -10; I: 0.3

Cc1ccc(C(=O)Nc2ccncc2)o1
  A: -1; B: -1; C: 2; D: -0.2; E: 4; F: -1; G: -3; H: -4; I: 0.5

O=C(COc1ccc2ccc(=O)oc2c1)N1CCN(c2ccccc2)CC1
  A: 2; B: 4; C: 11; D: 0.8; E: -26; F: 3; G: 6; H: -26; I: -0.5

CC(NC(=O)C(=O)NN=C1CCCC1)c1ccccc1 (stereo not drawn)
  A: 22; B: 0; C: 12; D: -0.5; E: -14; F: -13; G: 5; H: -8; I: 0.2

CCN1CCSc2ccc(C(=O)NCc3ccc(F)cc3)cc21
  A: -5; B: 2; C: -27; D: 0.3; E: x; F: -2; G: 2; H: x; I: 0.8

Fc1ccc(C2CC(c3ccco3)=NN2c2ccccc2)cc1 (stereo not drawn)
  A: 10; B: 4; C: 15; D: -0.1; E: 2; F: 7; G: 5; H: -5; I: 0.7

O=C(NC1CCCCC1)c1ccc(N2CCCC2=O)cc1
  A: 3; B: 2; C: 10; D: -0.2; E: 0; F: 7; G: -5; H: 2; I: -0.1

COC(=O)c1c(C)[nH]c(C(=O)COC(=O)Cn2cc(C(F)(F)F)ccc2=O)c1C
  A: 0; B: 7; C: 7; D: -0.3; E: -31; F: 5; G: -4; H: 6; I: 0.0

Looked up one by one from above (5):
Screens by letter: A = TRHR enhancer; B = D1 ag; C = D2 PAM; D = TRHR agonist; E = RXFP1 antagonist; F = D1 antagonist; G = D1 potentiator; H = D2 antagonist; I = D2 ag
Cc1ccc(OCC(=O)NCCNC(=O)COc2ccc(C)cc2)cc1
  A: -6; B: 3; C: 16; D: -0.5; E: 3; F: 1; G: 0; H: -5; I: -0.1

CC(NC(=O)C(=O)NN=C1CCCC1)c1ccccc1 (stereo not drawn)
  A: 22; B: 0; C: 12; D: -0.5; E: -14; F: -13; G: 5; H: -8; I: 0.2

COC(=O)c1c(C)[nH]c(C(=O)COC(=O)Cn2cc(C(F)(F)F)ccc2=O)c1C
  A: 0; B: 7; C: 7; D: -0.3; E: -31; F: 5; G: -4; H: 6; I: 0.0

COc1ccccc1CCNCc1ccc(OC)c(OCc2ccccc2)c1
  A: 0; B: 62*; C: x; D: 1.2; E: -11; F: -58*; G: -12; H: x; I: x

O=C(COc1ccc2ccc(=O)oc2c1)N1CCN(c2ccccc2)CC1
  A: 2; B: 4; C: 11; D: 0.8; E: -26; F: 3; G: 6; H: -26; I: -0.5

(list continues)
Screens by letter: A = TRHR enhancer; B = D1 ag; C = D2 PAM; D = TRHR agonist; E = RXFP1 antagonist; F = D1 antagonist; G = D1 potentiator; H = D2 antagonist; I = D2 ag
Cc1cccc(C)c1Nc1c(-c2ccccc2F)nc2cccc(C)n12
  A: 13; B: -3; C: 12; D: 15; E: -100*; F: 9; G: 6; H: x; I: -0.2

CC(C)CNS(=O)(=O)c1ccc(N2CCCCS2(=O)=O)cc1
  A: -6; B: 7; C: 0; D: 0.1; E: 11; F: -44*; G: 0; H: x; I: 1.5

CC(=O)NC(Cc1ccc(C)cc1)C(=O)NC1CCN(C(=O)c2ccc([N+](=O)[O-])cc2)CC1 (stereo not drawn)
  A: -9; B: 0; C: 4; D: 2.1; E: 5; F: -2; G: -3; H: 9; I: 0.0

Cc1nc(C)c(C(=O)N2CCCC(C(=O)c3ccc(Cl)cc3C)C2)s1 (stereo not drawn)
  A: 1; B: 6; C: x; D: -0.8; E: 11; F: -5; G: -2; H: x; I: x

COc1ccc(/C=C/C(=O)NC(=S)NNC(=O)c2cnccn2)cc1
  A: -2; B: 2; C: 0; D: -1.6; E: x; F: 6; G: -5; H: -10; I: -0.4

CCCCc1ccc(/C=C2\C(=O)ON=C2c2ccccc2)s1
  A: -7; B: 4; C: 1; D: 0.0; E: -8; F: -8; G: -10; H: 12; I: 0.6

CN(C)c1ccc(C2N3CC4(C)CN2CC(C)(C3)C4O)cc1 (stereo not drawn)
  A: 3; B: -1; C: 13; D: -0.2; E: 2; F: 1; G: -1; H: -20; I: -0.4
